Source: PubChem (NCI)
yeast mec2-1 = NCI yeast anticancer drug screen, S. cerevisiae mec2-1 strain; % growth inhibition at 50 µM; actives 9% (n = 79,000);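 note: 0% = growth of vehicle-only cultures of the same strain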
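Test agents were screened against the mec2-1 yeast strain, with defined DNA repair or cell cycle alteration. Growth was scored as inhibition against vehicle-only controls.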
sgs1 mgt1 = NCI yeast anticancer drug screen, S. cerevisiae sgs1 mgt1 strain. % growth inhibition at 50 µM. AID 161, 2004. actives 10% (n = 78,000);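 note: 0% = growth of vehicle-only cultures of the same strain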
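Compounds are added to genetically altered yeast, and growth is compared with cultures given vehicle alone to give percent inhibition.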
bub3 = NCI yeast anticancer drug screen, S. cerevisiae bub3 mutant strain. growth inhibition, % at 50 µM. actives 9.9% (n = 78,000);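 note: 0% = growth of vehicle-only cultures of the same strain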
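Steps: expose the mutant yeast strain to compound; grow alongside vehicle-treated cultures; measure growth; express inhibition against the vehicle cultures.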
rad50 = NCI yeast anticancer drug screen, S. cerevisiae rad50 strain | % growth inhibition at 50 µM | actives 10% (n = 79,000);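 note: 0% = growth of vehicle-only cultures of the same strain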
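Growth of the mutant yeast was measured after compound exposure and referenced to vehicle-treated cultures.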
yeast mlh1 rad18 = NCI yeast anticancer drug screen, S. cerevisiae mlh1 rad18 strain; growth inhibition, % at 50 µM; actives 11% (n = 79,000);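 note: 0% = growth of vehicle-only cultures of the same strain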
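Vehicle-treated cultures served as the reference for growth inhibition in a yeast strain carrying DNA damage repair alterations exposed to each compound.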
cln2 rad14 = NCI yeast anticancer drug screen, S. cerevisiae cln2 rad14 strain | AID 165, 2004 | actives 8.3% (n = 78,000) | growth inhibition, % at 50 µM;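 note: 0% = growth of vehicle-only cultures of the same strain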
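Yeast strain cln2 rad14, bearing defects in cell cycle control and DNA repair, serves as the test system; values reflect growth inhibition compared with vehicle.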
* hit, by the source's call; nt = not tested or not shown. Cut-off read from the data, not from the text of the source: active = growth inhibition above about 70%; inactive = the rest.

Structure | yeast mec2-1 | sgs1 mgt1 | bub3 | rad50 | yeast mlh1 rad18 | cln2 rad14
CCOC(=O)c1nc2ccccc2c(=O)[nH]1 | -5 | 2 | -9 | -2 | -2 | -33
Cc1nc2c(=O)[nH]c3ccccc3c2o1 | 7 | 3 | -10 | -3 | -32 | -7
C1=C(c2ccccc2)N2CCN=C2S1 | -8 | -12 | -10 | -16 | -9 | 0
O=c1/c(=C/c2ccc3c(c2)OCO3)sc2nnc(-c3ccco3)n12 | -30 | 18 | -20 | 2 | -3 | 21
C1CCN(SN2CCCCC2)CC1 | -16 | -4 | 5 | -4 | 6 | -13
Cc1cccc(Nc2nc(C)nc3[nH]cc(-c4ccccc4)c23)c1 | -13 | -11 | -16 | -15 | -8 | -53
CC1(C)CC(=O)C(CC2C(=O)c3ccccc3C2=O)C(=O)C1 | -5 | 0 | -18 | -4 | 10 | -1
O=C(O)C1CCC2CCCC21 (centres undefined) | -7 | 9 | -18 | -25 | 16 | -11
O=C1NC(=S)NC1C(Cc1ccccc1)c1ccco1 (centres undefined) | -27 | 32 | 21 | -10 | -1 | 15
CC(=O)c1cc2c(cc1C)C(C)CC2(C)C (centres undefined) | 19 | 2 | -8 | 4 | 18 | 24
OCCN(CCO)c1ncnc2c1ncn2-c1ccc(CCCl)cc1 | -3 | -3 | 19 | 5 | 0 | 6
CCOC(=N)CC(=O)NC(C)c1ccccc1 (centres undefined) | -4 | -6 | 0 | 2 | 2 | 14
Cc1ccc(S(=O)(=O)/C=C\S(=O)(=O)c2ccc(C)cc2)cc1 | -3 | 5 | 3 | -7 | 3 | -28
COc1ccc2c(c1)Cc1cc(NC(=O)N(CCCl)N=O)ccc1-2 | 56 | 89* | 23 | 90* | 96* | -1
Cc1ncc([N+](=O)[O-])cc1C(=O)O | 10 | -1 | 6 | 1 | -1 | -7
CCCCN(CCCC)C(=N)c1ccccc1C | -14 | 11 | 2 | 5 | -3 | -24
O=C(NCc1ccccc1)/C(=C/c1ccc2c(c1)OCO2)NC(=O)c1ccccc1 | -50 | -28 | -15 | -42 | -22 | -6
O=C(O)Cc1c(F)c(F)c(C(F)(F)F)c(F)c1F | 33 | 11 | 8 | 8 | -7 | 2
COc1cccc2c1OC(c1ccc(Cl)cc1)C([N+](=O)[O-])=C2 (centres undefined) | 89* | 88* | 85* | 86* | 84* | 82*
CCC/C(C)=C(\C#N)C(=O)OCC | -33 | -11 | -36 | 11 | -19 | -7

Filtered by structure, the compounds so far with a Cl atom (3)
Structure | yeast mec2-1 | sgs1 mgt1 | bub3 | rad50 | yeast mlh1 rad18 | cln2 rad14
OCCN(CCO)c1ncnc2c1ncn2-c1ccc(CCCl)cc1 | -3 | -3 | 19 | 5 | 0 | 6
COc1ccc2c(c1)Cc1cc(NC(=O)N(CCCl)N=O)ccc1-2 | 56 | 89* | 23 | 90* | 96* | -1
COc1cccc2c1OC(c1ccc(Cl)cc1)C([N+](=O)[O-])=C2 (centres undefined) | 89* | 88* | 85* | 86* | 84* | 82*

Later entries:
Structure | yeast mec2-1 | sgs1 mgt1 | bub3 | rad50 | yeast mlh1 rad18 | cln2 rad14
NC(=O)c1nnsc1N/N=C/c1ccc([N+](=O)[O-])cc1 | 26 | -25 | -20 | 9 | -5 | -2
COc1cc(/C=C(\C#N)C(=O)c2ccccc2)ccc1O | -18 | -12 | -28 | -14 | 3 | 5
CC(=O)Nc1nc(NC(C)=O)nc(-c2ccccc2)n1 | 11 | 7 | 12 | 42 | 35 | -22
NC(=S)c1ncn(C2OC(CO)C(O)C2O)c1N (centres undefined) | 13 | 5 | 16 | 6 | 25 | 5
CC1CCCCc2nc3c(c(=O)n21)CCCC3 (centres undefined) | -12 | 34 | 26 | 9 | 41 | 0
c1ccc2c(c1)C[n+]1ccc3ccccc3c1-c1c3ccccc3cc[n+]1C2 | 13 | 70 | 8 | 64 | 66 | 53
CC(C)(C)C(C)(C)CN | 6 | 8 | 25 | 17 | 8 | -38
O=C(O)c1ccc(I)cc1O | 11 | 5 | 7 | -4 | 29 | -7
CS(=O)(=O)OCCOc1ccccc1 | 0 | 1 | 9 | 1 | 8 | -32
Fc1ccc(NC2(c3nnnn3C3CCCCC3)CCN(Cc3ccccc3)CC2)cc1 | 3 | -14 | -1 | -19 | 0 | 1

Some of these compounds in order of molecular weight, largest number first:
Structure | yeast mec2-1 | sgs1 mgt1 | bub3 | rad50 | yeast mlh1 rad18 | cln2 rad14
Fc1ccc(NC2(c3nnnn3C3CCCCC3)CCN(Cc3ccccc3)CC2)cc1 | 3 | -14 | -1 | -19 | 0 | 1
c1ccc2c(c1)C[n+]1ccc3ccccc3c1-c1c3ccccc3cc[n+]1C2 | 13 | 70 | 8 | 64 | 66 | 53
NC(=O)c1nnsc1N/N=C/c1ccc([N+](=O)[O-])cc1 | 26 | -25 | -20 | 9 | -5 | -2
CC(=O)Nc1nc(NC(C)=O)nc(-c2ccccc2)n1 | 11 | 7 | 12 | 42 | 35 | -22
CC(C)(C)C(C)(C)CN | 6 | 8 | 25 | 17 | 8 | -38

Next entries
Structure | yeast mec2-1 | sgs1 mgt1 | bub3 | rad50 | yeast mlh1 rad18 | cln2 rad14
Nc1ccc(O)c(O)c1O | -27 | -1 | -5 | -30 | -29 | 11
Fc1ccc(NC(=S)SCc2ccccc2)cc1F | 99* | 99* | 90* | 97* | 99* | 93*
CCC(=O)OC(CCC1CCCO1)CCC1CCCO1 (centres undefined) | 12 | 4 | 23 | 12 | -4 | 12
Cc1ccc(C(=O)O)c(C(=O)O)c1 | -19 | -18 | -17 | -11 | 2 | -4
O=CC1CCCc2ccccc21 (centres undefined) | -20 | -1 | 4 | 17 | 6 | -6
NC(CSS(=O)(=O)c1ccccc1)C(=O)O (centres undefined) | -38 | -1 | -11 | 4 | 0 | 0
O=C(CN1CCOCC1)Nc1ccc(-c2ccc(NC(=O)CN3CCOCC3)cc2)cc1 | 6 | 31 | 2 | 20 | 17 | 10
ClC1(Cl)CC1c1ccccc1 (centres undefined) | 12 | 7 | 1 | 0 | 15 | -10
Cc1ccc(S(=O)(=O)N=Nc2c(O)[nH]c3cc(O)c(C(=O)O)cc23)cc1 | -20 | -37 | -30 | -3 | -16 | 2
CC(C)(C)C(=O)Nc1ccc(NS(=O)(=O)c2ccccc2)cc1 | -4 | 3 | 3 | 7 | -21 | 2
CC(=O)OC1NC(=O)NC(=O)C1(Br)Br (centres undefined) | -8 | -9 | -6 | -35 | -4 | 18
CCCCCCCCCCCCCCCCN(CC)CC | 100* | 99* | 100* | 100* | 100* | 99*
CC(C)CC(NC(=O)C(COC(C)(C)C)NC(=O)C(CSC(c1ccccc1)(c1ccccc1)c1ccccc1)NC(=O)OC(C)(C)C)C(=O)OC(C)(C)C (centres undefined) | 12 | -2 | -14 | -16 | 8 | -17
O=[N+]([O-])c1cccc(C2=NN(c3ccccc3)C3c4cc(Br)ccc4OCC23)c1 (centres undefined) | -18 | -18 | 10 | -11 | -32 | 2
C[n+]1cc(I)cc2ccccc21 | -3 | -10 | 4 | 4 | 5 | 0
COc1ccc(C2C3=C(CCCC3=O)Oc3cc4c(cc32)OCO4)cc1 (centres undefined) | 97* | 97* | 96* | 98* | 98* | 96*
CCOC(=O)/C=C(/N=P(c1ccccc1)(c1ccccc1)c1ccccc1)C(F)(F)F | 10 | 35 | 25 | 20 | 51 | 39
CCOC(=O)c1ccc(N2C(=S)N(C(=O)c3ccccc3)C(=Nc3ccccc3)C2=Nc2ccccc2)cc1 | 3 | 5 | 4 | 11 | -37 | 1
CCC1c2c(cc(=O)[nH]c2O)C(=O)N1C (centres undefined) | -5 | 4 | -1 | 10 | 1 | -9
Cc1c(Br)c(=O)[nH]c2ccccc12 | 25 | 33 | 10 | 39 | 39 | 21

Entries above that contain fluorine (four):
Structure | yeast mec2-1 | sgs1 mgt1 | bub3 | rad50 | yeast mlh1 rad18 | cln2 rad14
O=C(O)Cc1c(F)c(F)c(C(F)(F)F)c(F)c1F | 33 | 11 | 8 | 8 | -7 | 2
Fc1ccc(NC2(c3nnnn3C3CCCCC3)CCN(Cc3ccccc3)CC2)cc1 | 3 | -14 | -1 | -19 | 0 | 1
Fc1ccc(NC(=S)SCc2ccccc2)cc1F | 99* | 99* | 90* | 97* | 99* | 93*
CCOC(=O)/C=C(/N=P(c1ccccc1)(c1ccccc1)c1ccccc1)C(F)(F)F | 10 | 35 | 25 | 20 | 51 | 39

Following part.
Structure | yeast mec2-1 | sgs1 mgt1 | bub3 | rad50 | yeast mlh1 rad18 | cln2 rad14
CCN(CC)CC(O)CNc1ccc(NCC(O)CCl)c2c1C(=O)c1ccccc1C2=O (centres undefined) | -19 | 7 | 12 | 36 | 19 | 11
Clc1cccc(NNc2cccc(Cl)c2)c1 | -17 | -14 | 7 | -12 | -26 | -66
O=[N+]([O-])c1ccc(-c2csc(N=Nc3c(O)[nH]c4ccccc34)n2)cc1 | -20 | -22 | -31 | -31 | -46 | -17
O=C1c2ccccc2N2OC3C4CCC(C4)C3C12c1ccccc1 (centres undefined) | 1 | 13 | 10 | 56 | 29 | 27
CC(C)(C)C(=O)c1ccc(-c2ccccc2)cc1 | -6 | -6 | 7 | 17 | -2 | -56
CCCNC(=O)N(CCC)S(=O)(=O)c1ccc(Cl)cc1 | 8 | 12 | 23 | -7 | 26 | 25
Cc1cnc(N)cn1 (tested in a mixture with another compound) | -6 | 1 | 3 | 0 | 8 | -52
Cc1cccc(F)c1C | -14 | 5 | 3 | 25 | 7 | 6
C=C1C2CCC3(CCC4C5(C)CCCC4(C=[N+](CCO)C5)C3C2)C1O (centres undefined) | -22 | -28 | -18 | -21 | -29 | 14
O=C(N/N=C/c1ccc2c(c1)CCC2)c1cc2ccccc2cc1O | -8 | nt | nt | 3 | 7 | nt
NNCC(F)(F)C(F)(F)C(F)(F)C(F)(F)C(F)(F)C(F)(F)C(F)(F)C(F)F | -21 | -6 | -11 | -12 | 0 | -3
O=C1C(=Cc2ccc([N+](=O)[O-])cc2)C(=O)c2ccccc21 | 37 | 22 | 0 | 29 | 86* | 24
COC(=O)NN(C(=O)OC)C12CCCCC1N(C(=O)OC)N(C(=O)OC)c1c2ccc2cc(OC)ccc12 (centres undefined) | -1 | 8 | 4 | 24 | 11 | -14
